From PubChem BioAssay
FLuc inh: Firefly luciferase inhibition profiling of diverse chemical library using quantitative high-throughput screening; Potency, µM (highest dose often 115 µM), without a hit: at the highest dose activity change, negative = inhibition, usual class: inhibitors; purified P. pyralis luciferase, luminescence, biochemical; Luciferin 4-monooxygenase (Photinus pyralis), P08659; hit rate 2.5% among 76,000; note: potency is the fitted concentration of half-maximal effect; nearly all actives have a fitted effect of over 65% in size
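Purified P. pyralis luciferase (10nM final) in 50mM Tris acetate pH 7.5, 10mM Mg acetate, 0.01% Tween-20, 0.05% BSA with 10uM D-luciferin and 10uM ATP. Compounds titrated qHTS. Luminescence imaged on CCD.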
IP6K1 inh: Primary qHTS assay for small molecule inhibitors of Inositol hexaphosphate kinase 1 (IP6K1); hit rate 0.81% among 140,000; AID 1645851, 2021; Inositol hexakisphosphate kinase 1 (Homo sapiens), Q92551; IP6K1 kinase, ADP-Glo luminescence, 2 h; hits give low values; activity change, % (series mostly up to about 58 µM); in the data active = activity change below about -25%
Target sequence (Q92551 whole entry, looked up): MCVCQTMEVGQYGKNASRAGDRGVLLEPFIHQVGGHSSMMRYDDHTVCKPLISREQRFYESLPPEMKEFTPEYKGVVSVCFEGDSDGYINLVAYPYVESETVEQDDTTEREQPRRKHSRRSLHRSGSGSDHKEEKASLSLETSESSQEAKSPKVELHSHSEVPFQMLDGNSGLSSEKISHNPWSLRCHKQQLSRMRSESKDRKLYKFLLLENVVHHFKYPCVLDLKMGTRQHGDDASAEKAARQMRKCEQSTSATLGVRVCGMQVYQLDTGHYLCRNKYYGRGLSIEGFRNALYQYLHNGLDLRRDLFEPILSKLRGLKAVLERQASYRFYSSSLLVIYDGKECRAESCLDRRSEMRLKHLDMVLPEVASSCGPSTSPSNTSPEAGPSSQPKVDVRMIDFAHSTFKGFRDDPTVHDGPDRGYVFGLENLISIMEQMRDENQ
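ADP-Glo luminescence measures ADP made by human IP6K1 during a 2 h RT reaction with ATP/IP6 (mix at 1.3 mM/130 uM); top library doses 57.5 and 19.1 uM final.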
HEK cytotox: Cytotoxic Profiling in HEK 293 Cell Line of Diverse Libraries Using Quantitative High-Throughput Screening; hit rate 6.6% among 94,000; HEK 293 viability, ATP luminescence (CellTiter-Glo), 48-72 h; AID 1345083, 2018; Potency, µM (doses to about 115 µM), inactives show top-dose activity change, negative = cytotoxicity, actives largely listed as inhibitors; note: potency is the fitted concentration of half-maximal effect; nearly all actives have a fitted effect of over 60% in size
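qHTS cytotoxicity; HEK 293, 250 cells/well; compound pinned; 48 or 72 hr, 37 degree Celsius, 5% CO2, 95% humidity; CellTiter-Glo, 10 min RT; luminescence (ATP).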
HEK293 viab: GF-AFC viability counterscreen for inhibitors of alpha-synuclein gene (SNCA) expression; Potency, µM (highest dose often 57.1 µM), for the others: at the highest dose activity change, negative = cytotoxicity, hits mostly cytotoxic; hit rate 0.12% among 150,000; AID 1671193, 2021; HEK-293-SNCA-luc viability, GF-AFC fluorescence, 24 h;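 note: potency is the fitted concentration of half-maximal effect; 0% = DMSO-treated cells and -100% = medium-only wells without cells; nearly all actives have a fitted effect of over 30% in size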
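HEK-293-SNCA-luc cells (1500/well) plated 24 h, then exposed 24 h to a dilution series; GF-AFC added 30 min at 37C, fluorescence 405/540 nm; normalised to medium-only and DMSO wells, Hill fit.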
GPT2 inhibitor: Primary qHTS assay for inhibitors of Glutamate pyruvate transaminase 2 (GPT2) | hit rate 0.25% among 100,000 | Alanine aminotransferase 2 (Homo sapiens), Q8TD30 | AID 1671188, 2021 | Potency, µM (highest dose often 57.7 µM), for the others: top-dose activity change, negative = inhibition, most hits filed as inhibitors | Recombinant GPT2, coupled pyruvate oxidase/HRP Amplex Red fluorescence; note: potency is the fitted concentration of half-maximal effect; nearly all actives have a fitted effect of over 60% in size; many of its hits are not listed in these tables
Target sequence (Q8TD30 whole entry, looked up): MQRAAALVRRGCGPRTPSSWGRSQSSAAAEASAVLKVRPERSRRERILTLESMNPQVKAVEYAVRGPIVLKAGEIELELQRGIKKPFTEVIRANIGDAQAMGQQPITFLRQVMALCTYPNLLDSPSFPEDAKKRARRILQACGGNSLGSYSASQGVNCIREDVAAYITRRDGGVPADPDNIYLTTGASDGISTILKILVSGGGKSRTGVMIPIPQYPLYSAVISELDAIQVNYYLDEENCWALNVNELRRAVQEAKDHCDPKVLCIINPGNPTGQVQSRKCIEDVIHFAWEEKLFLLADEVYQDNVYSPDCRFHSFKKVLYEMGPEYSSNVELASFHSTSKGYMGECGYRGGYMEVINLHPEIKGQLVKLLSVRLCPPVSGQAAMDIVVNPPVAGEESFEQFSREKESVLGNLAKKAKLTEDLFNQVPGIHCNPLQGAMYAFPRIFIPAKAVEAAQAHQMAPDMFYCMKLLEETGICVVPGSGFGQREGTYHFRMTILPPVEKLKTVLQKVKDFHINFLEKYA
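GPT2 10ng/uL, a-KG 250uM, L-Ala 2mM, HEPES pH7.5 + 0.0001% Tween; 30 min RT. Then Amplex mix (PO/HRP/ThPP), 30 min RT dark, fluorescence. AOA 50uM used as positive control.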
SNCA expr inhib: Primary qHTS assay for inhibitors of alpha-synuclein gene (SNCA) expression. HEK-293 SNCA-luciferase knock-in, luminescence, 24 h. Potency, µM (series often up to 57.2 µM), without a hit: at the top dose activity change, negative = inhibition, usual class: inhibitors. hit rate 0.17% among 140,000;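 note: potency is the fitted concentration of half-maximal effect; plate controls were DMSO cells for no effect and cell-free wells for full effect; nearly all actives have a fitted effect of over 45% in size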
NIH3T3 tox: Cytotoxic Profiling in NIH 3T3 Cell Line of Diverse Libraries Using Quantitative High-Throughput Screening | NIH 3T3 viability, CellTiter-Glo ATP luminescence, 48-72 h | Potency, µM (titrated, usually from 96.7 µM), without a hit: at the top dose activity change, negative = cytotoxicity, hits mostly inhibitors | hit rate 4.3% among 94,000 | AID 1345082, 2018; note: potency is the fitted concentration of half-maximal effect; nearly all actives have a fitted effect of over 55% in size
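Viability of NIH 3T3 cells after 48 or 72 hr compound treatment at 37 °C was assessed by CellTiter-Glo, with luminescence imaged following a 10 min room-temperature step.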
An asterisk follows results filed as active; i = inactive; ? = inconclusive; · = no result given; & = joins results of further samples; [ ] = dose if it differs, or a comment. Unless noted, calls come from the whole dose curve; as a rule, active = well fitted curve in the direction sought with a large enough effect; inconclusive = small, poorly fitted or top-dose-only effect, or another doubt; inactive = no such curve, though single readings can be large; an effect the other way counts as inactive or inconclusive. Unless noted, % is set by controls: 0 for no effect and ±100 for the full control effect. An excerpt. The share of hits here may be higher or lower than overall.

SMILES	FLuc inh	IP6K1 inh	HEK cytotox	HEK293 viab	GPT2 inhibitor	SNCA expr inhib	NIH3T3 tox
CCC(CC)Nc1ncnc2c1CN(C1CCCNCC1)C(=O)CN2C (stereo unspecified)	·	5.2	-0.2%	-0.3%	?	-12.2%	-6.9%
COc1ccc(CN2CC(CNC(=O)Cc3ccccc3)C3(C2)CN(c2ccccc2)C3)cc1O (stereo unspecified)	-3.2%	13.3	?	-17.0%	1.8%	9.9%	?
Cc1nc(C2CCCCN2C(=O)Nc2ccccc2F)n[nH]1 (stereo unspecified)	·	-3.3	-11.1%	-27.0%	i	27.4%	-17.9%
COc1cc(NC(=O)NCCn2nnc3cc(S(=O)(=O)N(C)C)ccc32)cc(OC)c1	·	-3.4	·	6.2%	·	22.6%	·
O=C(CCn1c(=O)c2cccn2c2cccnc21)N1CCN(c2ccccc2)CC1	·	22.0	·	-0.8%	·	-0.3%	·
CCc1ccc(N2CC(c3noc(-c4cc(Cl)ccc4F)n3)CC2=O)cc1 (stereo unspecified)	-10.3%	22.7	?	-23.0%	-20.7%	?	?
CN(C)CC1(O)CCCN(Cc2ccc(-c3ccc(Cl)cc3)o2)C1 (stereo unspecified)	-10.1%	7.4	?	9.4%	i	-12.8%	?
CCCCC(=O)Nc1ccc(C(=O)OCc2cc(=O)n3ccsc3n2)cc1	·	61.5	·	4.3%	·	-8.3%	·
CCC(=O)N1CCc2cc(Br)cc(S(=O)(=O)N3CCCC(C(=O)NCc4cccc(OC)c4)C3)c21 (stereo unspecified)	·	-3.0	·	8.5%	·	-14.8%	·
O=C1CCCN1CCCN1C(=O)[C@H]2CN(Cc3ccccc3Cl)C[C@H]2C1=O	3.2%	-1.8	-11.6%	6.6%	i	20.3%	-12.1%
COc1ccc(CCC(=O)N2CCC(c3noc(COc4ccc(C)cc4)n3)C2)cc1 (stereo unspecified)	·	4.7	?	16.5%	-12.0%	-10.5%	?
COc1ccccc1-c1ccc(CN2CCC(NC(=O)c3ccccc3Cl)C2)cc1 (stereo unspecified)	·	14.4	?	·	·	·	?
Cc1cc(C)n(C(C)CNC(=O)c2cccc(CCC(C)(C)O)c2)n1 (stereo unspecified)	-1.8%	34.6	-15.2%	-6.0%	-6.8%	-1.3%	-13.4%
Cc1nnc(N2CCC(C(=O)N3CCCCC3)CC2)c2nn(-c3ccccc3)c(C)c12	·	24.1	·	-1.6%	·	32.7%[activator]	·
COc1ccc(CN2CCc3nc(C(C)C)nc(-c4ccc(Cl)cc4)c3CC2)cc1	·	-0.5	?	-0.3%	i	?	-17.9%
CNC(=O)N1CCC2(CC1)CC(N1CCN(c3ccccn3)CC1)CCO2 (stereo unspecified)	-4.1%	-1.4	-1.2%	6.7%	i	1.6%	0.7%
Cc1ccc(-c2nc3nc(C)cc(N4CCN(c5cccc(C)c5C)CC4)n3n2)cc1	·	14.3	·	-4.5%	·	0.5%	·
COc1ccccc1NC(=O)Cn1c(N2CCC(C)CC2)nc(C)cc1=O	7.8%	1.4	?	-4.9%	i	?	?
O=C(c1cnc2c(c1)N([S+](=O)([O-])c1cccnc1)CCC2)N1CCCC(CO)C1 (stereo unspecified)	7.6%[172 µM]	23.3	i	4.3%[87.6 µM]	-0.1%[88.5 µM]	15.5%[87.6 µM]	?
CCn1c(C(=O)N2CCC(C(=O)NCCCOC)CC2)cc2sccc21	·	-4.4	·	-9.9%	·	-9.2%	·
Cc1cc(C(=O)NCc2cccs2)c2c(C3CCCN3)noc2n1 (stereo unspecified)	·	5.3	-9.9%	2.2%	?	3.7%	-9.8%
CC(C)NC[C@H]1O[C@@H](CO)[C@@H](O)[C@H]1N1CCN(C)CC1	-4.7%[172 µM]	-11.7	i	1.4%[87.6 µM]	-8.6%[88.5 µM]	-14.2%[87.6 µM]	i
Cn1c(CNC(=O)c2cc[nH]c2C2CCCNC2)nc2ccccc21 (stereo unspecified)	-15.6%	0.5	-15.7%	4.0%[12.5 µM]	i	46.6%[activator]	-19.5%
COc1ccc(CCNC(=O)c2c(C)noc2-c2ccco2)cc1OC	-0.1%	-0.4	i	12.5%	-1.1%	20.2%	-6.6%
Cc1ccc(Nc2ccnc(N3CCCC(C(=O)NCC(F)F)C3)n2)cc1 (stereo unspecified)	·	-2.4	44.7µM*	8.1%[12.5 µM]	i	-12.0%	39.8µM*
O=C(N[C@@H]1COCC[C@@H]1OCc1ccccc1)c1nc2ncccc2[nH]1	9.4%	-3.9	-6.0%	-2.9%	0.1%	21.0%	-1.2%
N#Cc1ccc(C(=O)N2CCC(n3cc(-c4nc(-c5ccccc5)no4)nn3)CC2)cc1	?	0.0	?	11.2%	i	54.2%[activator]	?
CN(Cc1ccco1)C1CCc2nn(C)c(=O)n2CC1 (stereo unspecified)	7.9%	2.2	3.0%	6.2%	i	4.6%	-9.9%
Cc1nnc2n1CCC(N(C)C(=O)NCc1ccco1)CC2 (stereo unspecified)	-8.5%	-3.0	?	0.8%	i	-5.1%	1.5%
CC1(C)CN(C(=O)CCc2nc(-c3ccco3)no2)CC1(C)O (stereo unspecified)	5.3%	-3.5	0.2%	3.0%	i	-4.7%	-1.2%
COc1ccc(OC)c(NC(=O)C2=C(C)C(=O)OC23CCCCCC3)c1	·	46.8	·	6.9%	·	21.5%	·
COCCc1ccc(OCC(O)CNC(C)C)cc1 (stereo unspecified)	·	1.0	·	5.2%	i	-18.5%	·
COC[C@@H]1CN(C(=O)c2cc(C)oc2C)C[C@H]1c1nc(C2CC2)no1	-8.2%	-7.1	?	-7.3%	i	13.1%	?
CN(C)C(=O)c1cc2cccnn2n1	-0.9%[230 µM]	1.5	3.9%[230 µM]	2.4%[87.6 µM]	i	20.5%[87.6 µM]	4.8%[174 µM]
COc1ccc(CCNc2oc(/C=C/c3cc(OC)c(OC)c(OC)c3)nc2C#N)cc1OC	·	-1.3	·	4.5%	·	34.8%[activator]	·
CCC(C)N(C)C(=O)c1cc2ccccc2c(-c2ccccc2Cl)n1 (stereo unspecified)	·	·	·	-18.8%&-19.4%	-5.2%&0.6%	-20.5%&-24.4%	·
COc1cccc(-c2n[nH]c3c2CC(=O)N(CC2CCOCC2)C3)c1	-14.0%[172 µM]	11.4	-15.4%[172 µM]	-4.8%[87.6 µM]	?	-10.0%[87.6 µM]	?
CCn1ccc(C(=O)N2C[C@H](CO)C[C@H](CN3CCCC3)C2)n1	0.0%	18.9	-0.6%	4.5%	-14.3%	-19.9%	-16.2%
COc1ccc(-c2cc(N3CCC(NC(=O)C4(c5ccccc5)CC4)CC3)n[nH]2)cc1	-4.1%	21.1	?	6.9%	-0.2%	-1.6%	?
Cc1ccccc1CN1CC2(COCC1=O)CN(c1ccccc1)C2	-3.7%[172 µM]	0.7	?	-0.5%[87.6 µM]	-2.9%[88.5 µM]	-8.3%[87.6 µM]	-14.5%[138 µM]
O=C(NC1CCC1)C1=NO[C@@H]2CN(CCc3ccccc3)C[C@H]12	3.3%[172 µM]	-9.6	?	6.4%[87.6 µM]	-2.4%[88.5 µM]	-9.1%[87.6 µM]	-14.7%[138 µM]
Cc1ccc(Cc2nc3ccccc3nc2SCC(=O)NCCC(C)C)cc1	·	10.4	·	-4.7%	·	-0.6%	·
Cc1cc(C)n(CCC(=O)NCC2CCN(c3cc(-c4ccccc4)[nH]n3)CC2)n1	3.9%	13.3	-5.8%	-2.9%	?	?	1.1%
CC(C)C(=O)N1Cc2ccccc2CC2(CCCN(Cc3ccncc3)C2)C1 (stereo unspecified)	·	0.9	-26.2%	0.0%	-4.5%	-3.2%	-15.4%
CC(C)NC(=O)c1ccc(-c2ccc(N3CCCCCC3)nc2)cc1	-20.0%	6.4	?	-11.0%	i	62.7%[activator]	?
CN1CCN([C@H]2CCN(S(=O)(=O)c3cn(C)cn3)C[C@H]2CCC(=O)O)CC1	-5.6%	10.7	-11.7%	-1.7%	2.5%	8.2%	4.3%
COc1ccc(C2c3[nH]c4ccc(OC)cc4c3CCN2C(=O)Nc2ccccc2)cc1 (stereo unspecified)	·	2.4	·	-17.2%	·	?	·
CCc1ccc(S(=O)(=O)c2nnn3c2nc(NCc2cccc(OC)c2)c2cc(Cl)ccc23)cc1	·	-2.3	·	-12.8%	·	-4.5%	·
COCC(=O)N1CCCN(c2nc3ncccc3o2)CC1	-3.9%[172 µM]	-8.4	2.7%[172 µM]	3.6%[87.6 µM]	i	4.7%[87.6 µM]	-5.4%[138 µM]
CCCCNc1ccc(-c2nc(-c3ccccn3)no2)cc1[N+](=O)[O-]	·	-8.6	·	13.3%	·	42.4%[activator]	·
CCn1nc(C)cc1C(=O)N1CCOC[C@H](Oc2ccc(OC)cc2)C1	2.7%[172 µM]	24.8	i	-8.4%[87.6 µM]	-2.9%[88.5 µM]	-0.2%[87.6 µM]	-5.4%[138 µM]
CC(=O)N1CCc2cc(S(=O)(=O)N3CCN(c4ccc(C)cc4)C(C)C3)ccc21 (stereo unspecified)	·	6.6	·	-5.8%	·	-3.9%	·
O=C(Cc1cccs1)NC1CCN(c2cc(C(F)(F)F)ncn2)CC1	-6.6%	3.7	-7.0%	6.3%	-6.6%	-9.0%	-24.8%
COCCCn1c(=O)c(C(=O)N2CCC(Cc3ccccc3)CC2)nc2cccnc21	·	19.1	?	-4.3%	i	10.3%	-25.2%
CCOc1cc(C(=O)Nc2ccc(NC(=O)c3cc4ccccc4o3)c(OC)c2)cc(OCC)c1OCC	·	8.4	·	9.4%	·	-3.1%	·
C[S+](=O)([O-])N1Cc2ccccc2CC2(CCCN(Cc3ccccn3)C2)C1 (stereo unspecified)	·	11.5	i	7.3%	i	0.4%	i
CC(=C/C(=O)O)/C=C/[C@]1(O)[C@@]2(C)CO[C@]1(C)C[C@H](O[C@@H]1O[C@H](CO)[C@@H](O)[C@H](O)[C@H]1O)C2	·	-7.1	·	-17.1%[23.9 µM]	i	·	·

Complete entries, quoted from the list. Screens in order: FLuc inh	IP6K1 inh	HEK cytotox	HEK293 viab	GPT2 inhibitor	SNCA expr inhib	NIH3T3 tox
Record of CCn1nc(C)cc1C(=O)N1CCOC[C@H](Oc2ccc(OC)cc2)C1 = 2.7%[172 µM]	24.8	i	-8.4%[87.6 µM]	-2.9%[88.5 µM]	-0.2%[87.6 µM]	-5.4%[138 µM]
Record of COCC(=O)N1CCCN(c2nc3ncccc3o2)CC1 = -3.9%[172 µM]	-8.4	2.7%[172 µM]	3.6%[87.6 µM]	i	4.7%[87.6 µM]	-5.4%[138 µM]
